# Bioassay records from PubChem BioAssay.
# CendR NRP1 mod: NRP-1/CendR interaction modulation. inhibition, % at 25 µM. FAM-RPARPAR peptide binding to NRP-1, fluorescence polarization. actives 0.85% (n = 360,000). O14786;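 active means inhibition or corrected inhibition above about 18%, plus a signal ratio from 0.5 to 1.5, limit read from the data, passing the limit was not always enough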; further: strong numbers were not always called active
# Target sequence (O14786 whole entry, looked up): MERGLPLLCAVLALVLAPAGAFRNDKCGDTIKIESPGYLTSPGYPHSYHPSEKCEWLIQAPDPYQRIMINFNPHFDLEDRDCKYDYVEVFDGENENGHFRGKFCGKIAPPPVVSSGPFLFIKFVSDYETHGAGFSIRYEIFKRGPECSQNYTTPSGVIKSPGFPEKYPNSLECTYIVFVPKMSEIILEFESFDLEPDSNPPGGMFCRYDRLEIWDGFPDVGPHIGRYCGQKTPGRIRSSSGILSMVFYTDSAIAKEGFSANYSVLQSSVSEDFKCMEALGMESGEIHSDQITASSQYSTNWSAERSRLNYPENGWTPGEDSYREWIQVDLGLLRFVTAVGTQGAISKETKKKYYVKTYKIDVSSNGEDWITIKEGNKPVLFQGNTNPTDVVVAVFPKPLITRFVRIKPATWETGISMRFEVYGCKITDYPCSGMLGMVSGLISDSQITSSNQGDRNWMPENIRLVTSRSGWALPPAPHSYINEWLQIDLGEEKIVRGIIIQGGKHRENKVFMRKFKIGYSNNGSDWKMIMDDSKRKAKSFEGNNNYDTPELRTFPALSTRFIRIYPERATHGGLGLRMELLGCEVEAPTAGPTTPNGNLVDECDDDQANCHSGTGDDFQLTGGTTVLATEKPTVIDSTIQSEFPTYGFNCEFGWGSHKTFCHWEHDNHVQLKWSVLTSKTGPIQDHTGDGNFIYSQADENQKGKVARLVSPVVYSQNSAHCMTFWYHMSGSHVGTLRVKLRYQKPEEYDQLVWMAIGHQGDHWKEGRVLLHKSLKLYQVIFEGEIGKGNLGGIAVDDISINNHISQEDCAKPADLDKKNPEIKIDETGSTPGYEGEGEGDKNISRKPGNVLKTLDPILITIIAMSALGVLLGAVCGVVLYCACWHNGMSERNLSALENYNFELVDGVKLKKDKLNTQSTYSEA
# MLLE-PAM2 inh: inhibitors of microRNA-mediated deadenylation, human PABP1 MLLE binding; GST-MLLE / FITC-PAM2 fluorescence polarization; P11940; AID 588489; actives 0.36% (n = 360,000); inhibition, % at 20 µM; in the data active means inhibition above about 35%, passing the limit was not always enough;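 further: plate controls were DMSO wells with GST-MLLE for no effect and wells lacking GST-MLLE protein for full effect; some results filed as inactive read as strong as hits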
# TbMetRS inhib: Trypanosoma brucei MetRS inhibition. purified T. brucei MetRS, ATP depletion, Kinase-Glo luminescence. inhibition, % at 11.9 µM. actives 0.4% (n = 360,000). AID 624268;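 active means inhibition above a per-plate cutoff of the control wells' mean inhibition plus 3 SD, cut at about 5.5% in these data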;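 further: 0% = DMSO wells median and 100% = median of wells with control inhibitor compound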
#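 assay system = parasite MetRS enzyme | timing = 15 min preincubation, 2 h reaction, all 25 °C | evaluation = percent inhibition relative to median high and low control wells | medium = HEPES buffer containing pyrophosphatase, BSA, spermine, DTT | compound = single dose, 11.9 µM final nominal, 0.9% final DMSO | detection = Kinase-Glo luminescence, ATP depletion format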
# FAS TE block: FAS thioesterase (human) inhibition. actives 0.67% (n = 360,000). P49327. recombinant FAS-TE, OMFH fluorogenic substrate, fluorescence endpoint. inhibition, % at 15 µM. AID 602261;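 active means compounds whose normalised, plate-corrected inhibition of enzyme fluorescence in the single-dose primary screen is 50% or more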;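 further: 0% = DMSO with enzyme and 100% = substrate without enzyme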
# bovine MsrA act: activators of bovine methionine sulfoxide reductase A; purified bovine MsrA, absorbance read-out; activation, % at 10.6 µM; actives 0.3% (n = 360,000); in the data active means activation above about 7.5%;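 further: 0% = vehicle and 100% = reference activator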
# MsrA inhibitor: inhibitors of bovine MsrA; purified bovine MsrA, absorbance read-out; inhibition, % at 15.5 µM; actives 0.75% (n = 360,000); AID 651718; in the data active means inhibition above about 4.5%;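 further: 0% = vehicle wells with enzyme and 100% = reference inhibitor wells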
# SKN-1 block: inhibitors of C. elegans SKN-1. C. elegans VP596 Pgst-4::GFP/RFP ratio, acrylamide-induced, 24 h. actives 0.49% (n = 360,000). inhibition, % at 21.8 µM;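 active means interference check ratio from 0.5 to 1.5 plus GFP to RFP signal ratio inhibition reaching or exceeding a fixed threshold, cut at about 30% in these data, passing the limit was not always enough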; further: some compounds called inactive have numbers as strong as hits
# eLon inh: inhibits E. coli Lon protease. actives 0.42% (n = 360,000). inhibition, % at 7.94 µM. P0A9M0. purified E. coli Lon protease, fluorescence polarization; in the data active means inhibition above about 13%, passing the limit was not always enough;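 further: 0% = enzyme with probe and DMSO and 100% = no enzyme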
# MT1-MMP act inh: inhibitors of human MT1-MMP activation; P50281; HT1080 RFP-PRO-GFP cells, GFP/RFP ratio fluorescence, overnight; percent of plate control window, DMSO zero; GFP/RFP ratio change, % at 20 µM; actives 0.061% (n = 360,000); AID 651647;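 active means GFP/RFP ratio change of at least 30% with cell ATP level not reduced by more than half and red fluorescence within 50% of control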; further: strong numbers were not always called active
#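 Assay system: RFP-PRO-GFP reporter HT1080 cells; read-out basis: GFP/RFP fluorescence ratio; benchmarks: DMSO wells and RFP-L50D-GFP cells; doses: 20 µM single dose, 1% DMSO; schedule: overnight cell settling, then overnight compound exposure, 37 °C, 5% CO2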
# An asterisk follows results filed as active; / = no result given. Compounds were not picked by outcome; any-hit rate near 4%.
SMILES,CendR NRP1 mod,MLLE-PAM2 inh,TbMetRS inhib,FAS TE block,bovine MsrA act,MsrA inhibitor,SKN-1 block,eLon inh,MT1-MMP act inh
CCC(C)(C)NC(=O)C(c1ccc(F)cc1)N(CCOC)C(=O)CCC(=O)Nc1nccs1 (stereo not given),-8,14,0.1,-9,2,0.5,21,10,-3
Cc1ccccc1CNC(=O)c1ccccc1NS(C)(=O)=O,-3,-1,-1.0,-1,-12,0.0,-2,10,2
Cc1ccc(C(=O)O/N=C(\N)c2ccccn2)c(C)c1,14,-15,-0.7,-2,-5,-0.7,3,-2,-2
CCOc1ccccc1N1C(=O)c2ccc(S(=O)(=O)c3ccc(C(=O)O)cc3)cc2C1=O,10,0,0.1,-3,-1,-0.1,26,-7,3
CN(C)S(=O)(=O)c1cccc(NC(=S)NCc2ccco2)c1,10,22,-0.3,2,-4,2.6,-6,-2,-1
CCOC(=O)N1CCN(C(=O)CCl)CC1,3,5,-0.7,-4,-3,0.9,6,2,-3
CCOc1ccccc1N1CCN(C(=O)c2cc(S(=O)(=O)N(C)C)ccc2N2CCCC2)CC1,-3,2,-0.2,8,-2,0.5,-1,-4,-1
Cc1ccc(S(=O)(=O)N(CC(=O)Nc2ccc(Cl)cc2)C(=O)N2CCN(C)CC2)cc1,-6,-10,0.0,-7,-1,-1.3,14,8,4
O=C(NCc1cccnc1)C1CCCN(S(=O)(=O)c2ccc(Br)cc2)C1 (stereo not given),-6,-1,-0.7,-6,-4,-1.3,-22,-3,13
O=C(COC(=O)/C=C/c1ccc(Cl)cc1)NC1CCCC1,8,-12,-0.1,-6,-2,0.0,12,2,2
O=C(/C=C/c1ccccc1)CCN1CCCCC1,-9,36,-0.5,-4,-1,-0.4,3,1,4
COc1ccc(N2CSC3=C(C#N)C(c4cccc(OC)c4OC)CC(=O)N3C2)cc1 (stereo not given),-27,-35,-0.2,-5,1,1.8,-1,-11,-5
COc1ccc(C2c3[nH]c4ccccc4c3C[C@H]3C(=O)N(C4CCN(Cc5ccccc5)CC4)CC(=O)N23)cc1OC (stereo not given in full),4,-12,-0.2,11,-1,0.3,-8,2,-6
Cc1cccc(CC(=O)NC2CCS(=O)(=O)C2)c1 (stereo not given),14,1,-0.2,0,-6,0.3,14,-11,1
CC(C)NC(=O)Nc1ccc(Br)cc1Cl,-6,5,0.3,0,-2,-0.5,11,-3,1
COc1ccc(CNC(=O)CN(Cc2ccccc2)C(=O)c2csnn2)cc1,3,-4,-0.3,-2,-1,0.9,6,-3,-2
O=C(NCC1COc2ccccc2O1)c1ccco1 (stereo not given),-51,-11,1.7,1,0,2.1,14,-5,2
CC1(NC(=O)CSc2nnc(-c3c[nH]c4ccccc34)n2C2CC2)CCS(=O)(=O)C1 (stereo not given),10,-6,0.2,-7,-1,-1.3,-8,-1,-2
COc1ccccc1CNC(=O)CCC(=O)N1CC(C)Sc2ccccc21 (stereo not given),-9,1,2.1,-1,-9,0.5,-6,1,-28
Cc1cccc(NC(=O)CNC(=O)[C@H]2O[C@@H](n3ccc(=O)[nH]c3=O)[C@H](O)[C@@H]2O)c1C,4,19,-0.2,-4,-2,-1.0,19,-5,5
Cc1cc(=O)oc2cc(OCC(=O)NC3CC(C)(C)NC(C)(C)C3)c(Cl)cc12,8,-7,-0.6,-4,-5,2.7,1,3,-3
O=[N+]([O-])c1cccc(S(=O)(=O)N/N=C\c2ccc3c(c2)OCO3)c1,14,-27,-0.2,7,-5,0.2,-1,-8,-1
O=S(=O)(c1ccccc1)N(CC1CO1)c1cccc2ccccc12 (stereo not given),7,-17,-0.1,2,7,-0.8,-2,-5,2
CC(C)Oc1ccc(CN2CCC2(C)C(=O)Nc2ccc(Cl)c(Cl)c2)cc1 (stereo not given),2,-5,0.1,31,-1,1.0,16,1,-1
O=C(c1ccc(N2CCOCC2)nc1)N1CCCCC1,-3,3,-0.5,-3,-1,-0.5,4,-7,4
CC(C)N(Cc1nc(-c2ccccc2)no1)C(=O)c1ccc2c(c1)OCO2,7,-8,0.3,13,-1,/,21,-2,-4
COc1ccc(OCC(=O)Nc2cccc(C(C)=O)c2)cc1,-4,-4,-0.1,-1,0,1.0,13,2,8
O=C(NCc1ccco1)/C(=C/C=C\c1ccccc1)NC(=O)c1ccc(Br)o1,6,13,0.3,0,-6,5.0*,4,-18,1
Cc1cc(NC(=O)c2ccc(C#N)cc2)n(-c2ccccn2)n1,-9,0,-0.8,9,-4,-1.4,5,3,-18
Cn1c(=O)c2cc(S(=O)(=O)N3CCC(c4ccccc4)CC3)ccc2n(C)c1=O,0,0,-0.4,22,0,0.4,14,-1,7
Cc1oc(CC(C)C)cc1C(=O)Nc1cccc2ccccc12,7,-3,-1.0,22,7.8*,-0.2,17,1,-1
CNC(=O)/C(C#N)=C/c1c(N2CCN(c3ccccc3)CC2)nc2c(C)cccn2c1=O,-4,3,-1.1,8,-10,0.6,10,9,6
CC(C)=C1C2CCC1C1C(=O)N(c3nccs3)C(=O)C21 (stereo not given),22,10,-0.4,-10,3,0.0,13,1,0
Cc1ccsc1/C=N/n1c(-c2ccccn2)n[nH]c1=S,4,-17,-0.6,-12,5,2.5,-5,-1,-2
OC1O[C@H](c2ccc3c(c2)OCO3)[C@H]2CO[C@H](c3ccc4c(c3)OCO4)[C@@H]12 (stereo not given in full),5,-8,-0.3,-1,-2,-0.2,9,-9,4
COc1ccc(C2=NO[C@@H]3C(=O)N(Cc4ccccc4)C(=O)[C@H]23)cc1OC,6,3,-1.3,6,-11,-1.6,3,3,6
COc1ccc(N2CCN(S(=O)(=O)c3ccc4c(c3)N(C(C)=O)CCO4)CC2)cc1,4,3,0.0,-2,-2,1.4,5,-4,2
COc1ccc(CCN2CC(C(=O)NCCc3ccccc3C(F)(F)F)CCC2=O)cc1 (stereo not given),2,-12,-0.4,-3,1,1.5,11,-4,-1
CCOc1ccc(S(=O)(=O)N(C)c2ccc(OCC(=O)NCC3CCCO3)cc2)cc1 (stereo not given),-5,5,0.4,3,-3,0.6,-15,1,1
COc1ccc(-c2c(=O)n(OCc3ccccc3[N+](=O)[O-])c3ccccc3[n+]2[O-])c(OC)c1,-8,2,0.3,10,-3,2.6,6,10,0
O=C(COC(=O)c1ccc(F)c([N+](=O)[O-])c1)NC(=O)NCc1ccccc1,22*,7,-0.4,14,-3,-0.1,-4,1,3
C[C@H](CO)N1C[C@H](C)[C@@H](CN(C)S(=O)(=O)c2cn(C)cn2)Oc2ccc(NS(=O)(=O)c3ccccc3)cc2C1=O,-2,9,0.6,-4,1,0.5,3,-1,-4
CC1CN(C(=S)NC(=O)c2ccc(Cl)cc2)CC(C)O1 (stereo not given),-4,-32,0.0,-3,0,0.3,-11,-4,3
COc1cc(CCC(=O)OCC(=O)Nc2ccc(C)cc2Cl)cc(OC)c1OC,16,2,-0.6,4,-2,0.1,3,5,0
CCOc1ccccc1Nc1nc2ccc(C)cc2n2cnnc12,6,-7,-1.3,-2,0,0.2,7,-63,-6
Cc1ccccc1NC(=O)c1sc2nc[nH]c(=O)c2c1C,3,-10,-1.9,-9,-11,0.5,7,-8,26
CCCCN1CC[C@H]2C=CC[C@@H](C(=O)NCCc3ccccc3)[C@H]2C1=O,14,10,0.1,-1,-1,-1.1,7,-5,-1
CC1CCCN(C(=O)CN2C(=O)c3ccccc3C2=O)C1 (stereo not given),-4,8,-0.1,-9,-4,-0.1,-2,-4,11
COc1cc(NC(=O)c2cc(C)on2)cc(OC)c1OC,0,-5,-0.5,-6,-2,/,-4,-7,6
Cc1cc2ncn(S(=O)(=O)c3ccc(F)cc3)c2cc1C,8,5,-0.7,0,-2,1.0,14,-6,-1

# (further entries)
SMILES,CendR NRP1 mod,MLLE-PAM2 inh,TbMetRS inhib,FAS TE block,bovine MsrA act,MsrA inhibitor,SKN-1 block,eLon inh,MT1-MMP act inh
CC(=O)Nc1ccc(-c2ccnc3c2CC(C)(C(=O)Nc2ccccc2)O3)cc1 (stereo not given),6,-5,-0.2,2,2,-1.0,-1,-3,0
COc1ccc2c(Cn3cnc4cc([N+](=O)[O-])ccc4c3=O)cc(=O)oc2c1,3,1,-1.0,7,-4,/,-21,1,4
Cc1c([N+](=O)[O-])c([N+](=O)[O-])nn1CC(=O)N1CCOCC1,0,-1,-0.2,-7,-6,-0.3,-20,5,-1
CN(NC(=O)Nc1ccc(Cl)cc1)c1c(Cl)c(Cl)nn1C,20*,7,-0.2,3,-5,-0.4,7,-5,0
CC1CCC(NC(=O)c2cccn2C)CC1 (stereo not given),5,2,-0.5,-5,0,-0.6,12,-4,0
COc1ccc(-c2n[nH]c(C)c2-c2ccc(Cl)cc2)c(O)c1,1,2,-0.6,13,1,-0.1,-6,10,2
CNc1nc(N/N=C/c2cc3c(cc2[N+](=O)[O-])OCO3)nc(Nc2ccccc2)n1,-19,-9,-0.3,-1,-3,3.2,-8,-10,3
CCNc1nc(NC(C)C)nc(OCCOC(=O)c2ccccc2)n1,-4,-7,0.5,0,-1,-1.0,4,1,7
O=C(O)c1ccc2c(c1)ncn2C1CCCC1,12,11,-0.3,-5,-5,1.8,4,1,-4
COc1ccc(Cc2nn3c(-c4ccccc4Br)nnc3s2)cc1,2,-41,-1.6,10,-7,1.5,-10,-5,-6
COc1ccc(C(=O)NCC(c2cccnc2)N2CCN(c3ccccc3)CC2)cc1OC (stereo not given),1,-5,-0.4,-5,-3,-0.6,-8,-15,11
Cc1ccc(OCCOC(=O)C2CCN(S(=O)(=O)c3ccc(C)c(C)c3)CC2)cc1,-13,-15,-0.5,24,-3,1.2,14,-4,2
COCCN1C=C2C(=O)C(C)(OC(=O)CCc3ccccc3)C(=O)C=C2C=C1c1ccc(C#N)cc1 (stereo not given),4,15,-0.4,-1,-5,1.4,10,1,0
CCN(CC)CCNc1nc(-n2nc(C)cc2C)nc2sc3c(c12)CC(C)(C)OC3,9,-12,0.2,-8,-2,0.0,11,8,-7
O=C(O)CCCCC1SCC2NC(=O)NC21 (stereo not given),4,-13,0.3,-3,5,0.5,7,-10,-2
CC(C)(C)NC(=O)COC(=O)Cc1ccc(Cl)cc1,-5,0,-0.1,-9,-1,0.4,5,1,-2
CCCN1CCC(N(C)CCc2ccc(OC)c(OC)c2)CC1,-15,-11,-0.2,-8,-5,1.3,8,-4,3

# Whole records as entered above. Order of values: CendR NRP1 mod, MLLE-PAM2 inh, TbMetRS inhib, FAS TE block, bovine MsrA act, MsrA inhibitor, SKN-1 block, eLon inh, MT1-MMP act inh
# CCOC(=O)N1CCN(C(=O)CCl)CC1 reads 3, 5, -0.7, -4, -3, 0.9, 6, 2, -3
# CC1CCC(NC(=O)c2cccn2C)CC1 (stereo not given) reads 5, 2, -0.5, -5, 0, -0.6, 12, -4, 0
# CC(C)=C1C2CCC1C1C(=O)N(c3nccs3)C(=O)C21 (stereo not given) reads 22, 10, -0.4, -10, 3, 0.0, 13, 1, 0
# COc1cc(NC(=O)c2cc(C)on2)cc(OC)c1OC reads 0, -5, -0.5, -6, -2, /, -4, -7, 6
# COc1ccc2c(Cn3cnc4cc([N+](=O)[O-])ccc4c3=O)cc(=O)oc2c1 reads 3, 1, -1.0, 7, -4, /, -21, 1, 4
